ALOX12 inh – Primary qHTS assay for inhibitors of human arachidonate 12S-lipoxygenase (ALOX12): Round 2. Polyunsaturated fatty acid lipoxygenase ALOX12 (Homo sapiens), P18054. purified 12hLO, xylenol orange hydroperoxide absorbance. Potency, µM (top dose mostly 108 µM), inactives show top-dose activity change, negative = inhibition, most hits filed as inhibitors. 1.1% of 580,000 active. AID 1671190, 2021; active means well fitted inhibition curve with a large enough effect; inconclusive means small, poorly fitted or top-dose-only effect, or another doubt; inactive means no such curve, though single readings can be large or run the other way
Target sequence (P18054 whole entry, looked up): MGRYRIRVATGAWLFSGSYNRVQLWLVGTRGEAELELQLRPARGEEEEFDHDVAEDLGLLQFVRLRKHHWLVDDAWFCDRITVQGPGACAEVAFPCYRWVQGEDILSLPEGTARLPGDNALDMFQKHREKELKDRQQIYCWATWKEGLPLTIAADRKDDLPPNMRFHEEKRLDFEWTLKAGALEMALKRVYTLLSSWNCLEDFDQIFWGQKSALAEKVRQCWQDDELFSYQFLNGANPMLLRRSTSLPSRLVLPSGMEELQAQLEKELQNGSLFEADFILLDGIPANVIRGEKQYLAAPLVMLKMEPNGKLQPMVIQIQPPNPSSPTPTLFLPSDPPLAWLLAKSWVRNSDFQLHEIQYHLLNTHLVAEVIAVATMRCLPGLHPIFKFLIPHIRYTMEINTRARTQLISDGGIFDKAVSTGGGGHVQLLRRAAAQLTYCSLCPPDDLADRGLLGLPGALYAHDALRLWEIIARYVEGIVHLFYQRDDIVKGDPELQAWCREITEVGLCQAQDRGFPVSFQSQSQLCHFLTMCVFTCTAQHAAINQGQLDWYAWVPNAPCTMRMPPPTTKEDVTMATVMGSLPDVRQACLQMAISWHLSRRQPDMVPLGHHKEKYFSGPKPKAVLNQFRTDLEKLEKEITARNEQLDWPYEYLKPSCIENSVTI
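Hydroperoxide product was detected by ferrous iron/xylenol orange as the 573 to 405 nm absorbance ratio. Arachidonic acid at 40 uM (final) was turned over for 30 min at room temperature by 150 nM human 12hLO, pH 7.0 Hepes buffer, after 15 min compound preincubation.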
Active calls of the source: *; ? = inconclusive; [ ] = dose if it differs, or a comment. On the % scale 0 is the no-effect control and ±100 the full control effect; potency means the concentration at half of the fitted maximal effect. Only part of the results is shown; rates above refer to the full screens.

SMILES	ALOX12 inh
C[C@@H]1CN(C(=O)CCc2cnccn2)C[C@@]1(O)C1CC1	43.0%[activator]
Cn1ccnc1-c1ccc(N2CCC(CO)(CCOc3ccccc3)CC2)nn1	40.3%[activator]
Cc1ccc(NC(=O)C2CCCCC(=O)N2)cc1F (configuration not stated)	?
CC(Cc1ccncc1)Nc1nccc(-c2cnn(-c3ccccc3)c2)n1 (configuration not stated)	166.3%[activator]
COc1ccccc1CNC(=O)c1ccc2c(c1)CC(=O)N2Cc1ccc(F)cc1	?
COc1cccc(N2CC(C(=O)N3CCC(C(=O)NCC(F)(F)F)C3)NC2=O)c1 (configuration not stated)	14.4%
O=C([C@@H]1C[C@H](Oc2ccccc2)CN1C(=O)Cn1c(=O)oc2ccccc21)N1CCCC1	15.8%
COc1ccc(C(=O)N[C@H]2C[C@@H](Cc3cc(CN(C)C)on3)C2(C)C)cc1	1.2%[176 µM]
Cc1cccc(C(=O)N2C[C@@H](Oc3ccccc3)C[C@H]2C(=O)N2CCOCC2)c1	22.7%
CN(C)Cc1nnc(C2CCN(C(=O)c3cn[nH]c3-n3cnnn3)CC2)n1C	43.3%[activator]
N#Cc1ccc(C(=O)NCc2nnc3ccc(-c4ccc(F)cc4)nn23)cc1	-1.7%
O=C(O)CCC(=O)N1Cc2ccccc2CC2(CCCN(CC3CCCCC3)C2)C1 (configuration not stated)	5.3%[6.33 µM]
CN(Cc1nc(-c2ccncc2)no1)C(=O)C1CNCCO1 (configuration not stated)	?
COCC(=O)NCC12CCCC=C1NC(=O)CC2 (configuration not stated)	40.2%[activator]
CC(C)c1ccc(OCC(=O)c2ccc3c(c2)N(CCCC(=O)NCC2CC2)C(=O)CO3)cc1	?
COc1cccc(CN2C(=O)COCc3cc(-c4cccc(CO)c4)ccc32)c1	9.2%
O=C(N[C@H](Cc1ccccc1)C(=O)NC1CCCCC1)[C@H]1O[C@@H](n2ccc(=O)[nH]c2=O)[C@H](O)[C@@H]1O	3.9%
COc1cccc(N2C(=O)NC(=NC3CCCC3)C23CCN(CC2CC2)C3)c1 (configuration not stated)	1.0%[6.33 µM]
COc1cccc(CN2Cc3cc(NC(=O)Cc4ccccc4)ccc3OCC2=O)c1	-8.6%
CCOC(=O)c1cccc(NC(=O)N2CC[C@@H](CC(=O)NCc3cccc4ccccc34)[C@@H](CC)C2)c1	4.1%
Cc1onc(-c2ccccc2)c1C(=O)N(C)C1CCCN(C2Cc3ccccc3C2)C1 (configuration not stated)	76.7%[activator]
COc1ccc(-c2ccc3c(c2)C(=O)N2CCN(C(=O)NC4CCCCC4)C[C@@H]2C(=O)N3)cc1	19.8%
O=C(C(=O)N1CCC(CNS(=O)(=O)c2cccc(C(F)(F)F)c2)CC1)c1cc2ccccc2o1	-9.6%
CCC1CN(CCNC(=O)c2cn3cc(C)ccc3n2)Cc2cc(OC)ccc2O1 (configuration not stated)	0.7%
COCc1noc([C@@H]2CC(F)(F)CN2C(=O)CN2CCCCCC2)n1	34.3%[activator]
Cc1nn2c(c1-c1cccnc1N1CCOCC1)N(Cc1ccccc1F)CCC2	-24.1%[176 µM]
O=C(CN1CC2CC(C1)[C@H]1CCCC(=O)N1C2)NCCCN1CCCCCC1 (some centres not stated)	100.6%[activator]
Cc1ccc(C(=O)NC2CCCN(c3cc(-c4ccccc4)[nH]n3)C2)cn1 (configuration not stated)	49.6%[activator]
COCCNC(=O)c1cn(C2CCN(C3CCCC3)CC2)nn1	5.9%
COc1ccccc1N1CCN([C@@H]2[C@H](O)[C@H](CO)O[C@@H]2CNC(=O)c2cccc(F)c2)CC1	-16.2%
CCC[C@H]1[C@H](N(C)Cc2cccs2)CC[C@@]23CCCN2C(=O)CCC[C@@H]13	1.1%
COc1cccc(NC(=O)Cn2c(C)cc3nc4n(c(=O)c32)CCCCC4)c1	4.4%
CCC(c1cccs1)N1C(=O)[C@H]2CN(S(=O)(=O)c3ccc(F)c(F)c3)C[C@H]2C1=O (some centres not stated)	34.8%[activator]
O=C(Nc1ccc([C@@H](O)[C@H]2COCC(=O)N2Cc2ccccn2)cc1)C1CCCC1	29.0%[176 µM]
O=C(Nc1cccc(C(F)(F)F)c1)O[C@@H]1CO[C@H]2[C@@H]1OC[C@@H]2NS(=O)(=O)c1cccc2cccnc12	3.4%
O=C(c1cncnc1)N1C[C@@H](COCC2CC2)[C@H](c2ccncc2)C1	44.4%[activator]
COCCN1C[C@H]2CN(C(=O)NCc3ccccc3)CCN2C1=O	?
COC[C@@H]1CN(Cc2ccncc2F)C[C@H]1c1nc(C)no1	64.4%[activator]
COC(=O)[C@H](NC(=O)C1=C[C@@H](NC(=O)CS(=O)(=O)c2ccccc2)[C@@H](O)[C@H](O)C1)C(C)C	-39.6%
O=C(Nc1ccccc1)N1C[C@@H]2OCC(=O)N(Cc3ccccn3)[C@@H]2C1	30.0%[176 µM]
COc1ccnc(-c2nnc3ccc(N(C)CCN(C)C)nn23)c1	36.4%[activator][176 µM]
COc1ccc(-c2noc([C@@H]3CCCN3C(=O)COc3ccc(C)cc3)n2)cc1	8.0%
O=C(NCc1ccnc2[nH]ccc12)c1ccc(F)cc1	22.4%[176 µM]
O=C1NCCCN1C1CCN(Cc2ccccc2C(F)(F)F)CC1	12.6%[176 µM]
CN(C)C(=O)c1cc(-c2ccc(Cl)cc2)cn1C	-17.9%

Among those listed so far, these contain sulfur.
SMILES	ALOX12 inh
O=C(C(=O)N1CCC(CNS(=O)(=O)c2cccc(C(F)(F)F)c2)CC1)c1cc2ccccc2o1	-9.6%
CCC[C@H]1[C@H](N(C)Cc2cccs2)CC[C@@]23CCCN2C(=O)CCC[C@@H]13	1.1%
CCC(c1cccs1)N1C(=O)[C@H]2CN(S(=O)(=O)c3ccc(F)c(F)c3)C[C@H]2C1=O (some centres not stated)	34.8%[activator]
O=C(Nc1cccc(C(F)(F)F)c1)O[C@@H]1CO[C@H]2[C@@H]1OC[C@@H]2NS(=O)(=O)c1cccc2cccnc12	3.4%
COC(=O)[C@H](NC(=O)C1=C[C@@H](NC(=O)CS(=O)(=O)c2ccccc2)[C@@H](O)[C@H](O)C1)C(C)C	-39.6%

4 of these compounds, set out differently.
SMILES,ALOX12 inh
CCC(c1cccs1)N1C(=O)[C@H]2CN(S(=O)(=O)c3ccc(F)c(F)c3)C[C@H]2C1=O (some centres not stated),34.8%[activator]
O=C(Nc1ccc([C@@H](O)[C@H]2COCC(=O)N2Cc2ccccn2)cc1)C1CCCC1,29.0%[176 µM]
O=C(Nc1cccc(C(F)(F)F)c1)O[C@@H]1CO[C@H]2[C@@H]1OC[C@@H]2NS(=O)(=O)c1cccc2cccnc12,3.4%
O=C(c1cncnc1)N1C[C@@H](COCC2CC2)[C@H](c2ccncc2)C1,44.4%[activator]

More records.
SMILES	ALOX12 inh
C[S+](=O)([O-])CCn1ncc2cc(OCc3cccc(-c4ccc(F)cc4)c3)ccc21	-10.1%[176 µM]
COC[C@@H]1[C@H](C(=O)NCc2cc(OC)ccc2OC)CCC(=O)N1C	?
COc1ccc(-c2noc(C(=O)NC3CC3)c2[C@H](C)O)cc1	37.9%[176 µM]
O=C(NC1CCCC1)c1ccc2c(c1)N(C(=O)c1ccc(F)cc1)CC2	24.3%
CN(C)c1cccc(C(=O)NC2CCN(c3cc(-c4ccccc4)[nH]n3)CC2)c1	71.4%[activator]
O=C(c1cccs1)N1CCC(Oc2ncccc2C(=O)N2CCCCC2)C1 (configuration not stated)	8.8%
O=C(O)C[C@@H]1CCN(C(=O)Nc2ccc(OC(F)(F)F)cc2)C[C@@H]1CCN1CCOCC1	-27.8%
CC1=C[C@@H](CNC(=O)c2cnccn2)[C@H](C(C)C)C[C@H]1Cc1nc2ccccc2[nH]1	16.6%[176 µM]
Cc1cccc(S(=O)(=O)N2C[C@H](c3nc(-c4cccnc4)no3)[C@@H](C)C2)c1	-10.0%
COCCCNC(=O)Cc1cccn1-c1ccc(F)cc1	2.9%
COc1ccc(CC(=O)N2CCC3(CC2)C(=O)NCN3C(=O)C2CCCC2)cc1	8.7%[6.33 µM]
CCn1c(=O)c2c(cc(C)n2C)n(CC(=O)Nc2ccc(C)cc2Cl)c1=O	13.5%
O=C(NCc1ccncc1)C1CCN(C(=O)c2ncn3c2COC(c2ccccc2)C3)CC1 (configuration not stated)	-2.4%
COc1cccc(C(=O)N2CCC3(CC2)NC(=O)N(Cc2ccc(F)cc2)C3=O)c1	9.0%
COCC(=O)NC[C@H]1CCN(Cc2ccc(Cl)cc2)C[C@H]1N(C)C	78.3%[activator]
COc1ccc(NC(=O)C2COC3(CCN(C(=O)c4ccco4)CC3)N2C(=O)c2ccccc2)cc1 (configuration not stated)	35.6%[activator]
O=C(Nc1ccccc1F)N1CC2CCC(C1)N2Cc1ccc(-c2ccsc2)cc1	?
CCOc1ccc(NC(=O)COc2cccc(-c3nnc4n3CCCC4)c2)cc1	28.3%
CCN1c2cc(C(=O)Nc3ccc(F)c(Cl)c3)ccc2C(=O)N2CCCC21 (configuration not stated)	?
Cc1nn(C)c(C)c1C(=O)N1C[C@@H](CO)[C@H](c2ccccn2)C1	47.1%[activator]
NC1CCc2nn(CC(=O)NCc3ccc4c(c3)OCO4)c(=O)n2CC1 (configuration not stated)	50.1µM*
COc1ccccc1CN1CCCn2nc(C)c(-c3ccccc3[S+](C)(=O)[O-])c21	?
COc1ccc([C@@H](NC(=O)c2ccn[nH]2)C2CC(O)C2)cn1 (some centres not stated)	-25.4%
Cc1ccc(-c2noc(CNC(N)=O)n2)nn1	-6.2%
CCCc1nc2ccc(C(=O)OC)cn2c1Cc1ccccc1OC	0.0%
N#Cc1ccc(CN2CCc3ncc(C(=O)NCCOc4ccccc4)n3CC2)cc1	12.9%[176 µM]
COc1ccc(-c2nc(C3CC3)nc3c2CCN(CC2CC2)CC3)cc1	4.0%[6.33 µM]
COC[C@@H]1CN(C(=O)CN2CCCC2=O)C[C@H]1c1ccncc1	9.5%
CCC(=O)N1CCc2c(C(=O)Nc3ccc(N4CCOCC4)cc3)cccc21	-3.1%
Cn1c(C(=O)NC(C)(C)C)cc2c1CCN(Cc1ccc(F)cc1)C2	93.8%[activator]
O=C(Cn1ccnc1)N1CCC(c2noc(-c3ccncc3)n2)C1 (configuration not stated)	30.1%[activator]
CC1(CCCCc2ccccc2)COc2ccc(C(=O)NCc3ccncc3)cc2N1 (configuration not stated)	7.3%[176 µM]
Cc1cn2nc(C(=O)NC3CCC(C)CC3)cc2c(N2CCCC2)n1 (configuration not stated)	36.0%
COc1ccc(-c2nc(C(C)C)nc3c2CCN(C(=O)c2cccc(OC)c2)CC3)cc1	-23.2%
CC(C)CN(C/C=C/c1ccccc1)C(=O)C1CC2(CCNCC2)CN1 (configuration not stated)	-6.0%
N#Cc1ccc(CN2CCC3OCCN(Cc4ccccc4F)C(=O)C3C2)cc1 (configuration not stated)	0.5%[176 µM]
C=CCNC(=O)N[C@H]1CCN2C(=O)c3ccccc3NC(=O)[C@@H]2C1	?
Cc1ccc(C(C)OC(=O)C2(C)CCC(C(=O)O)C2(C)C)cc1 (configuration not stated)	-10.8%[22.9 µM]
O=C(c1ccc(C(F)(F)F)cc1)N1CCC2(CC1)CN[S+](=O)([O-])c1ccccc1N2	?
CN(C)S(=O)(=O)N1CCC2(CCCN(CCCc3ccccc3)C2=O)C1 (configuration not stated)	34.1%[activator]
NC(=O)CO[C@@H]1CO[C@H]2[C@@H]1OC[C@@H]2NC(=O)Nc1ccccc1	0.8%[176 µM]
O=C(CC1CCCCC1)N1CCCC1c1nncn1Cc1ccncc1 (configuration not stated)	76.4%[activator]
CN1C[C@@H](NC(=O)c2ccc(C(C)(C)C)cc2)C[C@H]1c1nc(-c2ccncc2)no1	1.3%[176 µM]
O=C(CCC[C@H]1NC[C@@H]2C[C@H]1CN(Cc1ccccc1)C2)NCC1CC1	22.8%
Cc1ccc(C)c(N2CCN(C(=O)CCc3conc3-c3ccccc3F)CC2)c1	?
Cc1ccccc1S(=O)(=O)N1CCC2(CC1)CC(CC(=O)N1CCCC1)CCO2 (configuration not stated)	12.7%
O=C(c1cccc(F)c1)N1CCCC1c1nc(C2CCOCC2)no1 (configuration not stated)	?
CC(C)c1noc([C@@H]2C[C@H](NC(=O)Nc3ccccc3)CN2C)n1	25.9%[176 µM]
Cc1nc(-c2c3n(c(=O)n(CC(=O)Nc4ccc(C)c(C)c4)c2=O)CCCCC3)no1	30.6%[activator]
O=C(NCC1(COc2cccnc2)C[C@@H](O)[C@@H](O)C1)c1cccnc1 (some centres not stated)	6.8%[176 µM]
C[C@@H]1CC(=O)N(C)[C@H](c2ccccc2)[C@H]1S(=O)(=O)c1ccccc1	13.8%
COc1cccc(CCC(=O)N2CCC3(CC2)N=C(c2ccc(C)cc2)NO3)c1	3.8%
O=C(C1CC1)N1CCCN(S(=O)(=O)c2ccc3c(c2)OCCO3)c2ccccc21	38.0%[activator]
O=C(c1ccco1)N1CCCC(c2nc(CCOCC3CCOCC3)no2)C1 (configuration not stated)	21.5%
O=C(c1ccn[nH]1)N1C[C@@H](COCC2CC2)[C@H](c2ccncc2)C1	-5.7%
O=C(CCn1cccn1)NC1CC(=O)N(Cc2cccc3ccccc23)C1 (configuration not stated)	33.4%[activator]
Cc1ccc(NC(=O)C2CC(=O)N(c3n[nH]c4cccc(F)c34)C2)nc1 (configuration not stated)	-4.1%
C[C@]12CC[C@@H]3c4ccc(O)cc4CC[C@H]3[C@H]1CC[C@H]2O	-3.4%[57.4 µM]
CNc1nc(C(=O)NCc2ccc3[nH]c(-c4ccc(F)cc4)c(C)c3c2)cs1	49.2%[activator]
CC(NCc1ccc2c(c1)nc(NC(=O)c1ccc(-c3cn[nH]c3)s1)n2CC(C)(C)O)C(C)(C)C (configuration not stated)	-21.0%[57.4 µM]
Cc1noc([C@@H]2CN(Cc3ccccc3C(F)(F)F)C[C@H]2CO)n1	4.6%
COc1ccc(-c2ccc3c(c2)C(=O)N2C[C@@H](NS(=O)(=O)c4ccc(F)cc4)C[C@H]2C(=O)N3)c(OC)c1	-26.3%
